Screening results deposited in PubChem BioAssay by National Center for Advancing Translational Sciences (NCATS).
N370S GC: qHTS Assay for Inhibitors and Activators of N370S glucocerebrosidase as a Potential Chaperone Treatment of Gaucher Disease. Potency, µM (top dose mostly 59.4 µM), for the others: top-dose activity change, negative = inhibition, most hits filed as inhibitors. AID 2101, 2009. N370S GC spleen homogenate, 4MU-glucoside fluorescence. actives 0.092% (n = 330,000);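 further: 0% = full enzyme activity and -100% = no enzyme basal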
TDP1 inh: qHTS Assay for Inhibitors of Tyrosyl-DNA Phosphodiesterase (TDP1); Potency, µM (titrated, usually from 130 µM), without a hit: top-dose activity change, negative = inhibition, usual class: inhibitors; AID 485290, 2010; Tyrosyl-DNA phosphodiesterase 1 (Homo sapiens), Q9NUW8; recombinant TDP1, AlphaScreen DNA substrate cleavage; actives 0.28% (n = 350,000); further: nearly all actives have a fitted effect of over 40% in size
Target sequence (Q9NUW8 whole entry, looked up): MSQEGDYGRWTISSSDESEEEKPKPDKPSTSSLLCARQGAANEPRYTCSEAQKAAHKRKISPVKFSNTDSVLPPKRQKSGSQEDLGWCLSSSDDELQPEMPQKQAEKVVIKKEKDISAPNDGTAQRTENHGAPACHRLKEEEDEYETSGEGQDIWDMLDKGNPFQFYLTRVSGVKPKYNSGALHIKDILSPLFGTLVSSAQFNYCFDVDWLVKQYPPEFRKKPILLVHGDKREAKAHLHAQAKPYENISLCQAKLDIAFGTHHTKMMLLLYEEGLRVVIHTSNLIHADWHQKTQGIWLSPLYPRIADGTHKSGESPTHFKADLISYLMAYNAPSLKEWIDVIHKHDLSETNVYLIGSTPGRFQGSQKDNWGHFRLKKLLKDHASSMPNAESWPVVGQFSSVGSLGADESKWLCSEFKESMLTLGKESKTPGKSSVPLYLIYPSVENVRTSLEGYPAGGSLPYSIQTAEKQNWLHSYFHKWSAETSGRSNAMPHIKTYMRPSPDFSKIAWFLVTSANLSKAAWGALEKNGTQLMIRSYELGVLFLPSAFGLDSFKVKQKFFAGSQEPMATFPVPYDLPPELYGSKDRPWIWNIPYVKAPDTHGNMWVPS
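Tdp1 1 nM final; 15 min RT w/ cpd; substrate 15 nM, 5 min; beads 10 ug/ml, 10 min; AlphaScreen read. Neg ctrl: no enzyme.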
FEN1 inh: qHTS Assay for the Inhibitors of Human Flap endonuclease 1 (FEN1) | actives 0.35% (n = 390,000) | AID 588795, 2011 | P39748 | Recombinant FEN1 flap cleavage, fluorescence, 15 min | Potency, µM (highest dose often 114 µM), inactives show at the highest dose activity change, negative = inhibition, hits mostly inhibitors; further: nearly all actives have a fitted effect of over 65% in size
Target sequence (P39748 whole entry, looked up): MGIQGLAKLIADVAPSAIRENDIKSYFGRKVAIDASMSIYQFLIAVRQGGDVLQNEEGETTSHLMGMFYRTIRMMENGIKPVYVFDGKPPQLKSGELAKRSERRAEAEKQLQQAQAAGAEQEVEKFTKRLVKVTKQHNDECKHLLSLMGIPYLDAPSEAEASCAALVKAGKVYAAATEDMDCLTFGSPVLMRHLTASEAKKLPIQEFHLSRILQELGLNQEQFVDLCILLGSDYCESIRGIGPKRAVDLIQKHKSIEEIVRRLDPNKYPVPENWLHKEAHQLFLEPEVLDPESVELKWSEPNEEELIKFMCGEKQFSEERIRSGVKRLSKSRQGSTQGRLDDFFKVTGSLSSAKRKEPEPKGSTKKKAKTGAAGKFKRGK
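In this screen, 50 nM flap DNA substrate was added to 10 nM FEN1 pretreated with compound for 15 min at room temperature; cleavage was followed with reads at 0 and 15 min, and Hill fitting gave concentration–response parameters.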
* = called active by the depositor; ? = inconclusive; · = no result given; & = joins results of further samples; [ ] = remark or other dose. The call rests on the fitted dose curve; in most records, active means well fitted curve in the direction sought with a large enough effect; inconclusive means small, poorly fitted or top-dose-only effect, or another doubt; inactive means no such curve, though single readings can be large; an effect the other way counts as inactive or inconclusive. Unless noted, on the % scale 0 is the no-effect control and ±100 the full control effect; potency means the concentration at half of the fitted maximal effect.

SMILES	N370S GC	TDP1 inh	FEN1 inh
Brc1ccc(C2=CC(c3ccco3)n3nnnc3N2)cc1 (stereo not given)	1%	3%	11%
Cc1ccc(C(C[N+](=O)[O-])c2c(C)cc3ccccn23)cc1 (stereo not given)	-13%	8%	-13%
Cc1noc(C)c1C(=O)NCCCc1ccccc1	27%	2%	0%
O=C(NCc1ccccc1Br)c1cccc2c1C(=O)c1ccc(N3CCC(Cc4ccccc4)CC3)cc1S2(=O)=O	·	0%	-6%
COc1ccc(NC(=O)CSCC(=O)OCc2cccc(OC)c2OC)cc1	-5%	-3%	-11%
CCC(Oc1ccccc1)C(=O)NC1C(=O)N2C1SC(C)(C)C2C(=O)O (stereo not given)	-15%	-4%&-5%	2%
COCC(=O)N[C@@H]1c2ccccc2CC[C@@H]1OCc1ccccc1	·	-2%[56.1 µM]	21%
CCC(=O)c1ccc(OCC(=O)OCC(=O)N2CCc3ccccc32)cc1	-2%	4%	-3%
O=C(COC(=O)c1ccc(F)c(S(=O)(=O)N2CCOCC2)c1)c1ccccc1	·	-2%	1%
Cc1ccc(N2NC(=O)/C(=C/C=C/c3ccco3)C2=O)cc1C	-2%	8%	-15%
CC(C)(C)C(=O)Nc1c2c(nn1-c1ccccc1)CSC2	2%	1%	-3%
Cc1ncoc1C(=O)Nc1ccccc1C(N)=O	3%	0%	4%
CC1CCN(S(=O)(=O)c2ccc(NC(=O)CSc3nnnn3C)cc2)CC1	-1%	8%	-7%
COc1ccc(NC(=O)CCCN2C(=O)COc3ccc(C)cc32)cc1OC	·	5%	-2%
CSc1ccc(CNC(C)(C)CO)cc1	7%	6%	-2%
CC(C)N(C(=O)CN1C(=O)NC2(CCCCCC2)C1=O)C(C)C	·	-6%	-10%
Cc1ccccc1CNCc1cccnc1	22%	-4%	-4%
O=C(NC1CCC(O)CC1)c1ccccc1OCc1ccc(F)cc1 (stereo not given)	11%	3%	-2%
C[C@]12CCC[C@H](O1)[C@H]([C@@H](O)c1ccccc1)O2	·	0%	15%
CCN(C(=O)C(C)Sc1ccc(S(=O)(=O)N2CCOCC2)cn1)c1ccccc1 (stereo not given)	·	2%	14%
COc1ccccc1NC(=O)C1CCCN(C(=O)NCc2ccccc2)C1 (stereo not given)	-5%	·	-8%
Cc1ccc(-c2ccc(C(=O)Nc3cccc(F)c3)o2)c2ccccc12	14%	4%	1%
Nc1nc(NCc2ccco2)nc(N2CCN(Cc3ccccc3)CC2)c1[N+](=O)[O-]	-4%	7%	-22%
CCOC(=O)c1cnc2ccc(OCC)cc2c1NCc1cccnc1	-10%	4%	3%
O=S(=O)(c1ccccc1Br)N1CCN(c2ncccn2)CC1	-1%	-8%[0.0935 µM]	6%
Cc1c(CC(=O)O)c(=O)oc2cc3c(cc12)CCC(C)(C)O3	-1%	·	-11%
Cc1cccc(NS(=O)(=O)c2ccc3[nH]c(=O)oc3c2)c1C	·	0%	1%
O=C(CCCc1nc(-c2ccccc2)no1)NC1CCCCC1	-8%	·	28%
CC(C)N(Cc1ccccc1)C(=O)c1cc2ccc3cccnc3c2[nH]1	·	6%	-17%
CCN(Cc1ccc(OC)c(F)c1)C(C)C(=O)Nc1ccc(S(=O)(=O)N2CCCC2)cc1 (stereo not given)	·	0%[56.1 µM]	-3%
Cc1ccc(NC(=O)Cn2cccc2)cc1	-1%	5%	0%
CCOc1ccc(N2C(=O)Nc3ccccc3C2(O)C(=O)NCc2ccc(C)cc2)cc1 (stereo not given)	-6%	0%	6%
COc1ccc(NC(=O)Nc2cccc3c2O[C@H](CN(C)S(=O)(=O)c2ccc(OC)cc2)[C@@H](C)CN([C@H](C)CO)C3=O)cc1	·	3%	0%
CCOc1ccc(Cl)cc1C(c1c(C)[nH][nH]c1=O)c1c(C)[nH][nH]c1=O	-3%	4%	2%
CC(C)c1ccc(C2NC(C(=O)O)CS2)cc1 (stereo not given)	-22%	2%	-4%
COc1ccc(OCC(=O)NS(=O)(=O)c2ccc(Cl)cc2)cc1	0%	4%	14%
COc1ccccc1NC(=O)C/C(C)=N/NC(=O)COc1c(Br)cc(Br)cc1OC	-1%	2%	-10%
Cc1ccc(-c2cc(-c3ccccc3Cl)[nH]n2)c(O)c1	4%	7%	-22%
COc1cc2c(=O)c(-c3ccc(O)cc3)coc2cc1OC1OC(CO)C(O)C(O)C1O (stereo not given)	-8%	0%	-4%
Cc1ccc(/C=C/C(=O)N2CCN(S(=O)(=O)/C=C/c3ccccc3)CC2)o1	3%	3%	-6%

Some of the entries so far, with values under each structure:
Values in the order – N370S GC	TDP1 inh	FEN1 inh
COc1ccc(NC(=O)Nc2cccc3c2O[C@H](CN(C)S(=O)(=O)c2ccc(OC)cc2)[C@@H](C)CN([C@H](C)CO)C3=O)cc1
 : ·	3%	0%
CCOc1ccc(Cl)cc1C(c1c(C)[nH][nH]c1=O)c1c(C)[nH][nH]c1=O
 : -3%	4%	2%
CC(C)c1ccc(C2NC(C(=O)O)CS2)cc1 (stereo not given)
 : -22%	2%	-4%
COc1ccc(OCC(=O)NS(=O)(=O)c2ccc(Cl)cc2)cc1
 : 0%	4%	14%
COc1ccccc1NC(=O)C/C(C)=N/NC(=O)COc1c(Br)cc(Br)cc1OC
 : -1%	2%	-10%
Cc1ccc(-c2cc(-c3ccccc3Cl)[nH]n2)c(O)c1
 : 4%	7%	-22%

Later entries
SMILES	N370S GC	TDP1 inh	FEN1 inh
CCOC(=O)c1nn(-c2ccc(OCC)cc2)c2nc(CC(C)C)c(C#N)c(=O)n12	?	-1%	5%
N=C(N=C(N)N)N1CCc2ccccc21	-3%	3%	1%
O=C(Cn1c2c(sc1=O)C1c3ccccc3OCC1CS2)Nc1ccc(Cl)cc1 (stereo not given)	10%	5%	5%
O=c1c2cc(Br)ccc2nc(-c2ccccc2)n1O	-6%	·	-1%
COc1ccccc1N(CC(=O)N/N=C(\C)c1ccccc1O)S(=O)(=O)c1ccc(C)cc1	-3%	3%	-12%
CCC1CCCCN1CCNC(=O)C1CCN(S(=O)(=O)c2cccc3nsnc23)CC1 (stereo not given)	-2%	1%	5%
Cc1cccc(C)c1NC(=S)NN(Cc1ccccc1)c1ccccc1	4%	3%	-1%
CC(C)C(c1nnnn1Cc1ccco1)N1CCN(c2cccc(Cl)c2)CC1 (stereo not given)	-5%	4%	0%
COc1ccc(CNC(=O)Cn2nc3c(cc2=O)CCCC3)cc1	·	1%	-1%
Fc1cccc(Cl)c1CNc1n[nH]c(-c2ccco2)n1	·	-2%	-9%
Cc1ccc(C(=O)c2ccccc2C(=O)OCC(=O)N2CCCC2)cc1	·	0%	-1%
COc1ccc(Nc2nc(N)nc(CSc3n[nH]c(-c4ccccc4)n3)n2)cc1	4%	4%	-11%
CS(=O)(=O)c1ccc(C(=O)Nc2ccc(N3CCOCC3)cc2)c(Cl)c1	0%	-6%	5%
O=C(/C=C/c1ccc(F)cc1)NCC1(c2ccccc2)CCOCC1	-3%	-1%	-2%
COc1cnc(-c2ccccc2)nc1Oc1ccccc1C	5%	-8%	-3%
CCC(=O)Nc1nc2ccccc2n1Cc1ccc(C)cc1	8%	7%	2%
COc1ccc2c(c1)c(C(=O)O)c(C)n2CCc1ccc(OC)c(OC)c1	-3%	·	-3%
CC(NC(=O)COC(=O)c1ccc([N+](=O)[O-])s1)c1ccccc1 (stereo not given)	-8%	2%	-23%
CS(=O)(=O)c1ccc(C(=O)Nc2nc(-c3ccco3)c(-c3ccco3)s2)cc1	-2%	10%	56µM*
O=C(O)c1cccc(NC(=S)N/N=C/c2c[nH]c3ccccc23)c1	3%	8%	-19%
COc1ccc2c(COC(=O)CCS(=O)(=O)c3ccccc3)cc(=O)oc2c1	-2%	1%	·
COc1cc(/C=C2/C(=O)NN(c3ccc(F)cc3)C2=O)cc(Cl)c1O	-12%	·	-12%
CCCCNC(=O)N(c1c(N)n(Cc2ccccc2)c(=O)[nH]c1=O)C1CCCC1	-2%	-11%	-3%
Cc1cc(O)c(S(=O)(=O)c2ccccc2)c(C)c1NS(=O)(=O)c1ccccc1	16%	5%	-2%
COc1ccc(CNC(=O)c2ccc(-c3nc(CSc4ccccc4)c(C)o3)cc2)cc1	·	6%	2%
O=C(CN1C(=O)c2ccccc2C1=O)Nc1ccccc1C(=O)NC1CCCCC1	12%	4%	-21%
Cc1ccc(-c2nc(SCC(=O)NCC3CCCO3)c3c(=O)n(C)c(=O)n(C)c3n2)cc1 (stereo not given)	·	3%	2%
O=C(CC(NC(=O)c1ccccc1)c1ccccc1)Nc1ccc(F)c(F)c1 (stereo not given)	16%	4%	-12%
O=C(CSc1ccc(Cl)cc1)Nc1cccc(-c2nc3ccccc3[nH]2)c1	?	-5%	-12%
Cc1nn(C(C)(C)C)c(OC(=O)c2cccs2)c1Sc1ccccc1	-7%	0%	-20%
Cc1cc(NC(=O)/C=C/c2ccc(Cl)cc2)no1	0%	-3%	8%
C=CCc1cccc2cc(C(=O)Nc3ccc(S(=O)(=O)Nc4nnc(CC)s4)cc3)c(=O)oc12	-4%	50µM*	40µM*
NS(=O)(=O)c1ccc(CCNC(=O)c2ccc(Br)s2)cc1	-4%	0%	11%
COc1ccccc1NC(=O)Cn1c(=O)n(Cc2ccc3c(c2)OCO3)c(=O)c2oc3ccccc3c21	·	5%	14%
CC(C)(C)c1ccc(OCC(O)CN2CCCC2)cc1 (stereo not given)	-20%	·	7%
COc1cccc([C@@H]2Oc3ccc(OC)cc3C[C@H]2OC(=O)Nc2cc(OC)c(OC)c(OC)c2)c1	-2%	11%	·
c1ccc2sc(Cc3nnc4n3CCCCC4)nc2c1	0%	4%	-2%
CN(C)c1ccc(C2N3CC4(C)CN2CC(C)(C3)C4O)cc1 (stereo not given)	-12%	5%	-5%
COCc1nnc(NC(=O)CC(C)C)s1	-1%	-2%	4%
COC(C/C=C\[C@@H](O)COCc1ccccc1)OC	-4%	1%	16%
CC(C)(C)C(=O)C(Cc1ccccc1Cl)n1cncn1 (stereo not given)	17%	6%	-1%
Cc1ccc(/C=N\NC(=O)Cc2noc3ccccc23)cc1	-3%	·	20%
COc1ccc(C(=O)N2CCN(C3CCC(c4ccccc4)CC3)CC2)cc1OC (stereo not given)	-1%	-7%	3%
CCCn1c(SC(C)C(=O)NCC2CCCO2)nc2cc(Cl)ccc2c1=O (stereo not given)	-9%	·	-3%
Cc1ccc(CCNC(=O)C2CCN(S(=O)(=O)c3ccc4c(c3)oc(=O)n4C)CC2)cc1	2%	0%	-2%
COc1ccc(/C=N/NC(=O)CCc2n[nH]c(=O)[nH]c2=O)cc1O	13%	-2%	-11%
O=C(NC(=S)N1CCN(CCO)CC1)C12CC3CC(CC(C3)C1)C2	10%	3%	-3%
CCCCc1nc2cc(C(=O)N3CCCCC3CC(=O)OCC)ccc2o1 (stereo not given)	-5%	2%	4%
NC(=O)c1ccc(Oc2ccc(Cl)cc2)c([N+](=O)[O-])c1	12%	9%	-17%
Cn1nnc2c(C(N)=O)ncn2c1=O	-1%&5%	9%&6%	·

Some of the entries so far, bar-delimited.
compound | N370S GC | TDP1 inh | FEN1 inh
CC1CCN(S(=O)(=O)c2ccc(NC(=O)CSc3nnnn3C)cc2)CC1 | -1% | 8% | -7%
COc1ccc(NC(=O)CCCN2C(=O)COc3ccc(C)cc32)cc1OC | · | 5% | -2%
CSc1ccc(CNC(C)(C)CO)cc1 | 7% | 6% | -2%
CC(C)N(C(=O)CN1C(=O)NC2(CCCCCC2)C1=O)C(C)C | · | -6% | -10%
Cc1ccccc1CNCc1cccnc1 | 22% | -4% | -4%

Continuation.
SMILES	N370S GC	TDP1 inh	FEN1 inh
Cc1ccccc1NC(=O)CCNS(=O)(=O)c1ccc2[nH]c(=O)oc2c1	-3%	1%	1%
Cc1nc(C)c(-c2csc(Nc3cccc(O)c3)n2)s1	-1%	5%	1%
CCOC(=O)CSc1nc2cc3c(cc2c(=O)n1CCCC(=O)NCCc1ccc(OC)c(OC)c1)OCO3	·	5%	-1%
O=C(Nc1cc(Cl)ccc1Cl)c1cc([N+](=O)[O-])cc(Br)c1O	·	2%	50µM*
COc1cc2c(cc1OC)C(c1cccc([N+](=O)[O-])c1)N(C(=O)c1ccc(F)cc1)CC2 (stereo not given)	·	8%	10%
Cc1ccc2oc(C(=O)N(Cc3ccc(N(C)C)cc3)CC3CCCO3)c(C)c2c1 (stereo not given)	11%	14%&12%	-19%&-5%
Cc1nnc(NCCc2ccccc2)c2ccccc12	-2%	1%	10%
Cc1ccc(Cn2cccc(NS(C)(=O)=O)c2=O)cc1	-3%	·	6%
CNC(=S)N1CCN(CCNC2=CC(=O)CC(C)(C)C2)CC1	-1%	-3%	-1%
Cn1nnnc1SCC(=O)Nc1nc(-c2ccccc2)c(-c2ccccc2)o1	7%	2%	0%
CCOC(=O)N1CCc2c(sc3c2c(=O)n(-c2ccc(CC)cc2)c(=O)n3C)C1	·	6%	-1%
O=S(=O)(N/N=C\c1c(F)cccc1Cl)c1ccc(Cl)cc1	-5%	5%	0%
